TAAR1 antagonist = antagonists of human TAAR1; Q96RJ0; CHO RD-HGA16 TAAR1, Fluo-8 calcium fluorescence, antagonist; inhibition, % at 3 µM; 1.5% of 360,000 active;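 active = inhibition above a per-plate cutoff, the mean inhibition of test compounds on that plate plus 3 SD, cut at about 49% in these data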;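 also: 0% = DMSO plus EC80 beta-PEA response and 100% = DMSO alone without agonist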
Target sequence (Q96RJ0 whole entry, looked up): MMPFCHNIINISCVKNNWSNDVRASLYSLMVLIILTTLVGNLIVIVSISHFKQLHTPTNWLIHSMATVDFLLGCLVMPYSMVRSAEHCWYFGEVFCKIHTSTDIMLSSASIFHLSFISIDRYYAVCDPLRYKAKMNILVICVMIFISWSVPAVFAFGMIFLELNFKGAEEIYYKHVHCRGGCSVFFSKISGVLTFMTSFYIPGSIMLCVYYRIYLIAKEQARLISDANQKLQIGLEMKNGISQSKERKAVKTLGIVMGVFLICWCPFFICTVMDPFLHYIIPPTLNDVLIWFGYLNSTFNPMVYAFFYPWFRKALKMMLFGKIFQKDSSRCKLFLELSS
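test system = CHO RD-HGA16 cells bearing hTAAR1 | replication = singlicate | controls = DMSO-only wells and EC80 β-PEA-stimulated wells | reagent = EC80 β-phenethylamine stimulus | read-out basis = percent inhibition of PEA-evoked calcium signal, max/basal emission ratio | schedule = seeding 17-24 h prior, 75-min 37 °C, 30-min RT dye loading | signal = kinetic Fluo-8 calcium fluorescence measurement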
M1 ag parental = nonselective activator or artifact in parental CHO-K1 cells | Fluo-8 calcium fluorescence; scaled to maximal ATP response, vehicle zero | 0.48% of 360,000 active | AID 602248 | activation, % at 3 µM; in the data active = activation above about 15%;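 also: untransfected CHO-K1 host cells lacking M1 receptor as counterscreen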
CHO-K1 Ca antag = nonselective inhibitor or artifact in parental CHO-K1 cells | ATP-induced calcium, Fluo-8 fluorescence | inhibition, % at 3 µM | 0.6% of 360,000 active | AID 602250;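 active = inhibition above a per-plate cutoff, the plate's mean sample inhibition plus 3 SD, cut at about 24% in these data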;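 also: 0% = DMSO plus EC80 ATP and 100% = DMSO alone without ATP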
OXTR potentiator = potentiators of human oxytocin receptor; P30559; CHO-OTR cells, Fluo-8 calcium fluorescence, potentiator mode; 0% = oxytocin EC15, 100% = EC100; activation, % at 3 µM; 0.061% of 320,000 active;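 active = activation above that plate's cutoff, the mean activation of tested compounds plus 3 SD, cut at about 6.6% in these data, passing the limit was not always enough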;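 also: 100% uses oxytocin at 75 nM as the full agonist control; some results filed as inactive read as strong as hits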
Target sequence (P30559 whole entry, looked up): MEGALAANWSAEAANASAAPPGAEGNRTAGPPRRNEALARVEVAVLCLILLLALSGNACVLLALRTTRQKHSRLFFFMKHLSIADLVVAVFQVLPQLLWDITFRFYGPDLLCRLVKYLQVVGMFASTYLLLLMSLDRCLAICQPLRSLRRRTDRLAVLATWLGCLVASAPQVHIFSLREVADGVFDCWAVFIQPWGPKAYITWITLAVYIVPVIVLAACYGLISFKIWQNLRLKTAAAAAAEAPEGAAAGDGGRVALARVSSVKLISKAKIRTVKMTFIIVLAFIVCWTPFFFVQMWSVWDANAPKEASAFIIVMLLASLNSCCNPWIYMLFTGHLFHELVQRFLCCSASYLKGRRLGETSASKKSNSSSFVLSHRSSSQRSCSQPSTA
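Material: human OTR in CHO cells. Compound: 3.0 µM, one dose. Timing: compound 6 min at room temperature before oxytocin, 100 s read. Evaluation: % activation of max/min ratio relative to oxytocin controls. Replication: single well per compound, singlicate. Signal: Fluo-8 calcium dye fluorescence.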
CHO parental Ca = counter-screen for OX1R antagonists: effect in parental CHO cells; parental CHO-K1, ATP-induced calcium, Fluo-8 fluorescence; inhibition, % at 5.6 µM; 0.63% of 330,000 active;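 active = inhibition above that plate's mean sample inhibition plus 3 SD, cut at about 26% in these data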;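 also: 0% = ATP-challenged DMSO wells and 100% = DMSO wells without ATP; some compounds past the cut are filed as inactive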
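Test system: untransfected parental CHO cell line. Compound: one dose, 5.6 µM nominal. Detection: intracellular calcium via Fluo-8 no-wash fluorescent dye. Measure: % inhibition. Benchmarks: ATP-challenged DMSO wells low, unchallenged DMSO wells high.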
V1R ag counter = counter-screen for oxytocin receptor agonists: human V1a receptor agonists | AID 2797 | P37288 | CHO-V1R cells, Fluo-8 calcium fluorescence, agonist mode; 0% DMSO, 100% 3 nM vasopressin | activation, % at 3 µM | 0.25% of 320,000 active;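 active = activation above the mean activation of all tested compounds plus 3 SD, per screening run, cut at about 20% in these data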;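 also: signal is peak over basal fluorescence ratio across a 100 second FLIPR read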
OXTR agonist = human OXTR agonism; activation, % at 3 µM; AID 2435; 0.32% of 320,000 active; CHO-OTR cells, Fluo-8 calcium fluorescence; normalized: DMSO 0%, oxytocin 100%; P30559;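 active = activation above the mean of all tested compounds plus 3 SD, cutoff set per screening run, cut at about 20% in these data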;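 also: peak over basal fluorescence ratio from a 100 s FLIPR kinetic read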
CHO-K1 Ca PAM = counter-screen for M1 PAMs: effect in parental CHO-K1 cells; ATP EC20, Fluo-8 calcium fluorescence; 0% at ATP EC20, 100% at ATP max; 0.02% of 360,000 active; activation, % at 3 µM;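 active = activation above the run cutoff, the mean activation of all test compounds plus 3 SD, cut at about 40% in these data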;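 also: peak over basal fluorescence ratio in a 140 s read after ATP addition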
GPR7 antagonist = human neuropeptides B/W receptor 1 antagonism. 1.1% of 290,000 active. P48145. GPR7-expressing cells, fluorescence antagonist assay. inhibition, % at 4.4 µM; in the data active = inhibition above about 16%, passing the limit was not always enough;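 also: cells stimulated with the agonist NPW; 0% = agonist with vehicle and 100% = vehicle without agonist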
Target sequence (P48145 whole entry, looked up): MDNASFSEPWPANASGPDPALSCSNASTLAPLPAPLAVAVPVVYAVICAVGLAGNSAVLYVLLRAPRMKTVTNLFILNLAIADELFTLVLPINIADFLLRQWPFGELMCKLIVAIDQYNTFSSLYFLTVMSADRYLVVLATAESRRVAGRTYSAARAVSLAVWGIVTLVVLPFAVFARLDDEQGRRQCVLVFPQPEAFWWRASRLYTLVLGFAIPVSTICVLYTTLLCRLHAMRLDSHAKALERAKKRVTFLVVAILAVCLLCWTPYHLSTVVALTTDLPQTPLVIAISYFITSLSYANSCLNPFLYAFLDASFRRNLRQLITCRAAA
The depositor's hits bear a star; . = no result given.

SMILES | TAAR1 antagonist | M1 ag parental | CHO-K1 Ca antag | OXTR potentiator | CHO parental Ca | V1R ag counter | OXTR agonist | CHO-K1 Ca PAM | GPR7 antagonist
O=C(CN1CCCC1)Nc1ccccc1Sc1ccc(Cl)cc1 | -15 | 0.1 | -20 | 2 | -15 | 1.4 | 0.4 | -8 | -6
CCOC(=O)C1=C(C)OC(N)=C(C#N)C1c1cc2c(cc1Br)OCO2 (stereo not drawn) | -10 | 0.1 | -27 | -17 | -19 | -0.2 | 3.6 | 19 | -16
CC(Oc1ccc(C(=O)c2ccc(F)cc2)cc1)C(=O)N1CCOCC1 (stereo not drawn) | -19 | 1.7 | -9 | 0 | -23 | -0.5 | -0.5 | 1 | .
Cc1cccc(N2CSC3=C(C#N)C(c4ccc(C)o4)CC(=O)N3C2)c1 (stereo not drawn) | . | . | . | -5 | -10 | -0.5 | -1.2 | . | -4
Oc1ccc(Cl)cc1N=Cc1sc2ccccc2c1Cl | 6 | 1.0 | -11 | -11 | 3 | 0.2 | 0.8 | 26 | -18
CCOC(=O)C(=NCCOC)NNc1cc(Cl)ccc1Cl | -24 | 0.6 | -6 | -14 | -40 | -0.7 | -2.0 | 15 | -18
COC(=O)c1ccc(CN2CCC(CO)(Cc3cccc(OC)c3)CC2)cc1 | 0 | 0.1 | 4 | -11 | 0 | 1.7 | 0.6 | 5 | -10
CCCCc1c(C)nc(N)[nH]c1=O | 9 | 0.2 | -5 | -9 | -10 | 0.2 | 0.3 | 12 | 2
CCN(CC)C(=O)/C(=C/c1ccc2c(c1)OCO2)NC(=O)c1ccc(Br)cc1 | -9 | 1.4 | -3 | -14 | -10 | 0.3 | -1.5 | 22 | -8
O=C(Nc1ccc2nsnc2c1)NC1CCCCC1 | 7 | 6.0 | -4 | -4 | 0 | 1.5 | 1.6 | 11 | -5
O=C(NCCN1C(=O)S/C(=C\c2cccnc2)C1=O)C1=NN(c2ccccc2)C(=O)CC1 | -14 | -0.5 | 8 | -3 | -7 | 0.7 | -0.2 | -4 | -7
COc1c(/C=N/Nc2ccc(C(=O)O)cc2)c(CCN(C)C(C)=O)cc2c1OCO2 | -2 | 2.1 | -13 | -5 | -2 | -0.6 | 0.1 | 16 | -6
CCN1CCN(S(=O)(=O)c2ccc(Cl)c(C(=O)NCc3ccco3)c2)CC1 | -28 | 0.7 | -5 | 1 | -3 | 0.3 | 0.4 | 11 | .
c1ccc(C2=NNC(=NC3CC3)SC2)cc1 | -18 | 1.0 | -9 | -5 | -8 | 0.2 | -0.3 | 18 | -6
[O-]/[N+](=C/c1ccc(F)cc1)c1ccc(Cl)cc1 | . | 0.3 | -3 | 4 | -3 | 1.3 | 1.8 | 15 | -6

Entries shown so far that have an aryl methoxy group, in the order listed:
SMILES | TAAR1 antagonist | M1 ag parental | CHO-K1 Ca antag | OXTR potentiator | CHO parental Ca | V1R ag counter | OXTR agonist | CHO-K1 Ca PAM | GPR7 antagonist
COC(=O)c1ccc(CN2CCC(CO)(Cc3cccc(OC)c3)CC2)cc1 | 0 | 0.1 | 4 | -11 | 0 | 1.7 | 0.6 | 5 | -10
COc1c(/C=N/Nc2ccc(C(=O)O)cc2)c(CCN(C)C(C)=O)cc2c1OCO2 | -2 | 2.1 | -13 | -5 | -2 | -0.6 | 0.1 | 16 | -6

Going on with the list.
SMILES | TAAR1 antagonist | M1 ag parental | CHO-K1 Ca antag | OXTR potentiator | CHO parental Ca | V1R ag counter | OXTR agonist | CHO-K1 Ca PAM | GPR7 antagonist
COC(C[C@@H]1O[C@@H]1[C@H](O)[C@H](C)OCc1ccccc1)OC | 11 | 0.7 | -1 | . | . | . | . | -7 | .
O=C1N(C2CCCC2)C[C@@H]2C[C@@H](c3cccn3-c3ccccn3)N3CCC[C@@]123 | 2 | 0.2 | -6 | -9 | -13 | -0.7 | -0.5 | 16 | -4
O=C(O)c1ccccc1C(=O)c1ccc(Br)s1 | -3 | -0.2 | -7 | -8 | -11 | 0.6 | -0.2 | 13 | -24
N/C(CN1CCCCC1)=N\S(=O)(=O)c1cc(Cl)cc(Cl)c1 | -20 | 1.6 | -19 | -9 | -33 | -0.3 | -1.9 | 16 | -4
N#CCc1c[nH]c2ccc([N+](=O)[O-])cc12 | 11 | 3.4 | -19 | . | . | . | . | 24 | .
O=C(/C=C/c1ccc(F)cc1)NCCc1ccc2c(c1)OCCO2 | -2 | 0.4 | 1 | -8 | -10 | 0.6 | -0.8 | 0 | 7
CCS(=O)(=O)c1ccc2oc(SCC(=O)NCCc3ccc(OC)cc3)nc2c1 | -2 | 1.6 | -14 | -17 | -23 | 3.1 | 4.3 | -7 | -9
O=C(Cn1nc(Cc2cccnc2)c2ccccc2c1=O)Nc1ccccc1F | 5 | 0.6 | -21 | 2 | -15 | 0.2 | 0.0 | 13 | -12
CCC(C)NC(=O)CNC(=S)N(CCCN1CCOCC1)Cc1cccs1 (stereo not drawn) | -6 | 0.3 | -6 | 1 | -8 | 0.9 | 1.2 | 15 | -5
O=C(N/N=C/c1cccc(F)c1)c1cc(-c2ccco2)nc2ccccc12 | -4 | -0.2 | 5 | -2 | 8 | -0.5 | -1.0 | -3 | -12
CCOc1cc(CNCc2cc(OC)cc(OC)c2)ccc1OC | -4 | 8.2 | -2 | -4 | -16 | 7.0 | 7.0 | 13 | -19
COc1ccc([N+](=O)[O-])cc1Nc1c2ccccc2nc2ccccc12 | 4 | 1.6 | -3 | -4 | -6 | -1.2 | -1.8 | 12 | -1
CCOC(=O)c1cccc(NC(=O)C2CCN(S(=O)(=O)c3cnc[nH]3)CC2)c1 | 0 | 4.2 | 1 | -2 | 0 | 0.3 | -0.6 | 12 | 0
Cc1ccc(S(=O)(=O)CC(O)COc2ccc(F)cc2Cl)c(C)c1 (stereo not drawn) | -3 | 1.4 | -8 | -6 | -9 | 0.0 | -0.4 | 4 | -10
Cc1cc(C)nc(SCCN2CCOCC2)n1 | 6 | 0.4 | -5 | -4 | 0 | 0.2 | 0.1 | 16 | 1
O=C1c2cc(O)c(O)cc2S(=O)(=O)C1c1ccccc1 (stereo not drawn) | -5 | 0.1 | 14 | -5 | -8 | 1.1 | -0.3 | -9 | .
COc1cc(CNc2ncnc3c2ncn3[C@H]2CN(Cc3cccc(C(F)(F)F)c3)C[C@@H](CO)O2)cc(OC)c1OC | 0 | 1.3 | 10 | . | . | . | . | -16 | .
CC1CN(Cc2cnc(Cl)s2)CC(C)O1 (stereo not drawn) | -15 | 0.0 | -8 | . | . | . | . | 2 | 10
COc1ccccc1CNC(=O)C/C(C)=N/NC(=O)Cc1ccccc1 | 1 | 0.5 | 0 | -20 | -10 | -0.1 | -1.4 | 5 | -9
O=C(O)CCCNS(=O)(=O)c1ccc(NCc2ccccc2)c(C(=O)O)c1 | -3 | -0.1 | -5 | 1 | -2 | 0.4 | -0.1 | 10 | -6
O=C(CN1C(=O)c2ccccc2C1=O)N1CCN(C(=O)c2ccco2)CC1 | 21 | 0.4 | -2 | -5 | 7 | 0.6 | 0.2 | 11 | -3
Cc1c(C#N)c2ccccc2n1CC(=O)N1CCCC1 | -4 | 0.1 | -5 | -6 | -6 | 0.6 | 1.8 | 7 | -3
CCSc1nc(C)c(C)c(=O)[nH]1 | -5 | 0.9 | -8 | . | . | . | . | -6 | 3
O=[N+]([O-])c1ccc(O)c(/C=N/n2c(CO)nc3ccccc32)c1 | 3 | 2.1 | -12 | -12 | 15 | 2.3 | 2.3 | 14 | -21
O=C(NCc1cccs1)C(=O)c1cn(CC(=O)N2CCCC2)c2ccccc12 | 2 | 0.1 | -5 | -2 | -24 | -0.1 | 0.4 | 6 | -3
Cc1cccc(N2CCN(Cc3nc(CC4CC4)no3)CC2)n1 | -21 | 4.0 | -16 | -7 | 21 | 0.4 | -0.3 | 14 | 0
COc1cc2cc(CN(CCCN3CCOCC3)Cc3nnnn3Cc3ccccc3)c(=O)[nH]c2cc1OC | 9 | 0.1 | -6 | 1 | -8 | -0.1 | 1.4 | 5 | -7
N#Cc1ccccc1OCC(=O)OCC(=O)c1c[nH]c2ccccc12 | 8 | 2.6 | -4 | -7 | -8 | 3.0 | 4.6 | -1 | .
Cc1cn([C@H]2C[C@H](O)[C@@H](CNC(=O)[C@@H]3C[C@H](F)CN3)O2)c(=O)[nH]c1=O | -10 | 0.6 | -3 | . | . | . | . | -4 | .
C=CCNC(=O)C1CCN(c2ccc(S(=O)(=O)N3CCOCC3)cc2Cl)CC1 | -5 | 3.9 | -3 | -6 | 16 | 1.2 | 0.5 | 11 | 4
CN(C(=O)COC(=O)CCC1CCCCC1)c1c(N)n(Cc2ccccc2)c(=O)[nH]c1=O | 3 | 0.5 | -5 | -2 | -1 | -0.1 | 0.4 | -11 | .
COc1ccc(/C=C(/Sc2nnc(-c3ccc(Cl)cc3)o2)C(=O)O)cc1 | -1 | 1.3 | -13 | -8 | 4 | -0.3 | -0.5 | 22 | -8
COc1cccc(C(O)c2nc(-c3cccc(NC(C)=O)c3)cs2)c1 (stereo not drawn) | 7 | 5.4 | -3 | . | . | . | . | -1 | .
CC(NC(=O)C(=O)c1cn(CC(=O)N2CCCC2)c2ccccc12)c1ccccc1 (stereo not drawn) | -1 | 0.5 | -6 | . | . | . | . | -2 | .
CN(C)S(=O)(=O)N1CCC(Oc2ccc(C(=O)NCC(C)(C)CO)cc2)CC1 | 17 | 1.0 | -5 | -13 | 10 | 0.1 | 0.6 | -11 | 6
CCCCCn1c(=O)c(Cc2ccccc2)c(O)c2ccccc21 | 2 | 0.5 | -3 | -1 | -17 | -0.9 | -1.5 | 15 | 4

Among those listed so far, these contain a nitro group on carbon.
SMILES | TAAR1 antagonist | M1 ag parental | CHO-K1 Ca antag | OXTR potentiator | CHO parental Ca | V1R ag counter | OXTR agonist | CHO-K1 Ca PAM | GPR7 antagonist
N#CCc1c[nH]c2ccc([N+](=O)[O-])cc12 | 11 | 3.4 | -19 | . | . | . | . | 24 | .
COc1ccc([N+](=O)[O-])cc1Nc1c2ccccc2nc2ccccc12 | 4 | 1.6 | -3 | -4 | -6 | -1.2 | -1.8 | 12 | -1
O=[N+]([O-])c1ccc(O)c(/C=N/n2c(CO)nc3ccccc32)c1 | 3 | 2.1 | -12 | -12 | 15 | 2.3 | 2.3 | 14 | -21

3 entries from above, with two lines to a compound:
Under each structure: TAAR1 antagonist, M1 ag parental, CHO-K1 Ca antag, OXTR potentiator, CHO parental Ca, V1R ag counter, OXTR agonist, CHO-K1 Ca PAM, GPR7 antagonist
- COc1ccc(/C=C(/Sc2nnc(-c3ccc(Cl)cc3)o2)C(=O)O)cc1
→ -1, 1.3, -13, -8, 4, -0.3, -0.5, 22, -8
- COc1cccc(C(O)c2nc(-c3cccc(NC(C)=O)c3)cs2)c1 (stereo not drawn)
→ 7, 5.4, -3, ., ., ., ., -1, .
- CC(NC(=O)C(=O)c1cn(CC(=O)N2CCCC2)c2ccccc12)c1ccccc1 (stereo not drawn)
→ -1, 0.5, -6, ., ., ., ., -2, .
